High-throughput results: PubChem, several laboratories
TLR4 MyD88 comp = inhibitors of human TLR4-MyD88 binding; O00206+Q99836; HeLa CL3-4 TLR4/MyD88 BLA complementation, FRET ratio; inhibition, % at 8.4 µM; 200,000 tested, 0.18% active; AID 861; in the data active means inhibition above about 25%;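 further: 0% = vehicle and 100% = reference inhibitor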
Diaphorase inh = inhibits diaphorase or chemically oxidizes, flagging diaphorase assay artifacts | diaphorase resazurin-to-resorufin fluorescence, NADH, 16 min; bacterial (C. kluyveri) enzyme, not human | inhibition, % at 20 µM | 190,000 tested, 0.69% active;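 active means primary screen inhibition at 20 µM above a set limit, cut at about 50% in these data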;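 further: plate controls were DMSO with full reaction for no effect and wells lacking NADH for full effect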
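System: Diaphorase enzyme from Clostridium kluyveri | Amount: Enzyme working solution with 0.14 U/mL diaphorase | Benchmarks: No-NADH positive control and DMSO neutral control | Signal: Fluorescence of resorufin formed from resazurin, Ex 544/Em 590 nm | Schedule: 16-min room-temperature incubation before reading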
G6PDH CS = inhibits Leuconostoc G6PDH, flagging false hits in G6PDH-based assays; 200,000 tested, 0.12% active; Purified L. mesenteroides G6PDH, diaphorase/resazurin coupled fluorescence, 45 min; AID 1020; inhibition, % at 5 µM
PMI act satM6P = increases human PMI activity with near-saturating mannose 6-phosphate. P34949. coupled PMI enzyme assay, resazurin fluorescence, 20 min; hits give high values; 1 = untreated enzyme, 0 = substrate-free blank. activation factor at 20 µM. 190,000 tested, 0.34% active. AID 1216;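 active means activation factor of 2 or more at 20 µM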
Target sequence (P34949 whole entry, looked up): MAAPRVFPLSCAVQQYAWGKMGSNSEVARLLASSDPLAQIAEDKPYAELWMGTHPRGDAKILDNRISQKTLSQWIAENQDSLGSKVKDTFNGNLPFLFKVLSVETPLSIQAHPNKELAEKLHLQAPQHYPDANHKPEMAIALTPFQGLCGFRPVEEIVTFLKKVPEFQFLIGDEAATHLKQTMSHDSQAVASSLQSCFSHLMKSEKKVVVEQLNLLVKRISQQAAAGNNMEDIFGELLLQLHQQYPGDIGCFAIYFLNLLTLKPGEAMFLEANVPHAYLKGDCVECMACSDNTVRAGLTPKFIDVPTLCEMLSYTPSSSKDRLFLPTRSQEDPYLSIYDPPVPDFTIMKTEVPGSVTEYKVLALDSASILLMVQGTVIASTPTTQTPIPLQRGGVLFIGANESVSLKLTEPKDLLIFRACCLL
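Test system – human PMI in coupled enzyme assay · Timing – 20 min incubation at room temperature · Detection – Diaphorase-driven resazurin-to-resorufin fluorescence, excitation 544, emission 590 nm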
RAM inhibit = inhibitors of the yeast RAM network. inhibition, % at 50 µM. 190,000 tested, 1.8% active. S. cerevisiae dse1pr::URA3 reporter, 5-FOA growth OD615, 2 d; analog-sensitive cbk1-as2 kinase mutant strain. AID 868;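 active means inhibition above a set limit, 3 SD over mean compound inhibition, cut at about 8.4% in these data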;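 further: 0% = DMSO-only wells with no growth and 100% = 10 µM 1-NA-PP1 full growth; inhibition rescues growth on 5-FOA so higher OD means more RAM inhibition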
Redox H2O2 prof = compounds producing H2O2 with reducing agent – biochemical, NIH compound library profiling, artefact control for MLSCN library redox annotation, primary screen | 200,000 tested, 0.03% active | DTT-dependent redox cycling H2O2, phenol red/HRP absorbance; 100% = 100 µM peroxide control, 0% = buffer | activation, % at 10 µM;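 active means activation of at least 50% relative to the plate's high and low controls in the primary single-dose screen; inactive means activation below 50%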;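 further: compound incubated with DTT at 0.8 mM final as the reducing agent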
Diaphorase act = diaphorase activation or chemical reduction counter-screen | Diaphorase/resazurin coupled assay, resorufin fluorescence, 16 min; hits give high values; 1 = vehicle wells, 0 = NADH-free wells | activation factor at 20 µM | 190,000 tested, 0.005% active | AID 1229;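 active means diaphorase activity raised at least twofold by the compound at 20 µM; inactive means activation factor below 2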
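Measured by – red resorufin fluorescence at 544/590 nm excitation/emission · Test system – Clostridium kluyveri diaphorase, purified enzyme · Incubation – reaction time 16 min, room temperature · Buffer or medium – 50 mM HEPES pH 7.4 with 4.542 mM MgCl2, 0.005% Tween 20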
Lmaj promast = Leishmania major promastigote growth inhibition | 200,000 tested, 9% active | inhibition, % at 10 µM | Leishmania major promastigotes, resazurin fluorescence viability | AID 1063;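 further: promastigotes grown with compound for 44 hours at 28 °C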
Hsp70 activator = switches on Hsp70 transcription | HeLa Hsp70 promoter luciferase reporter, luminescence; scaled: vehicle 0, proteasome-inhibitor control 100% | activation, % at 10 µM | 200,000 tested, 0.04% active;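 active means activation above the mean across all tested compounds plus 3 SD, cutoff set per campaign, cut at about 5.5% in these data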;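 further: 100% = MG132 at 30 µM as the positive control and 0% = DMSO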
PMI activator = activators of human phosphomannose isomerase. activation factor at 20 µM. 190,000 tested, 0.005% active. P34949. purified human PMI, coupled resazurin fluorescence, 20 min; hits give high values; 1 = vehicle control, 0 substrate-free wells;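 active means activation factor of 2 or more at 20 µM, relative to plate controls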
S1P3 antagonist = S1P3 (human) receptor antagonism | inhibition, % at 4.98 µM | 170,000 tested, 0.27% active | Q99500 | CHO S1P3 NFAT-BLA reporter, FRET fluorescence, antagonist mode;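 active means inhibition above the plate cutoff, the mean inhibition of test wells on that plate plus 3 SD, cut at about 28% in these data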;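 further: cells challenged with S1P at its EC80 of 0.8 µM; blue over green emission ratio from cleaved BLA substrate after 4 h stimulation; 0% = S1P-stimulated wells and 100% = unstimulated DMSO-only wells; some compounds past the cut are filed as inactive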
Target sequence (Q99500 whole entry, looked up): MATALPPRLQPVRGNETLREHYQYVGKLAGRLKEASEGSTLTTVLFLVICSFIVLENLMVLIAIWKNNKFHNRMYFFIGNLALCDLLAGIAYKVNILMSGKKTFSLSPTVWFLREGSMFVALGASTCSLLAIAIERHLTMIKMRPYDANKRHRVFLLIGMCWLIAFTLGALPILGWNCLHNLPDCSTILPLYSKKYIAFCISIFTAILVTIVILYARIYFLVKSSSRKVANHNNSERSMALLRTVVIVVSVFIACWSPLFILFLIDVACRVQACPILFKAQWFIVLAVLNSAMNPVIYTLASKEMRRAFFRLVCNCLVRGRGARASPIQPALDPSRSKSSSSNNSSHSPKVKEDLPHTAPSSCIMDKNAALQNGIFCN
* marks the source's active call; other numbers are inactive results; · = no result given. Unless noted, no stated cut-off is given here; in the data, active means inhibition above about 50%; inactive means the rest.

SMILES	TLR4 MyD88 comp	Diaphorase inh	G6PDH CS	PMI act satM6P	RAM inhibit	Redox H2O2 prof	Diaphorase act	Lmaj promast	Hsp70 activator	PMI activator	S1P3 antagonist
CCOC(=O)Cc1csc(NC(=O)CSc2nnc(-c3ccc(OC)cc3)n2C)n1	-1	10	13	0.9	2.3	0.3	0.9	-7	-0.5	0.9	3
Cc1nnc(SC(C)C(=O)Nc2ccc(Cl)cn2)n1Cc1ccccc1 (stereo not drawn)	9	26	4	0.9	0.8	-0.7	0.7	-1	-0.3	0.9	-6
CC(c1ccc(F)cc1)n1c(Cn2ncc3ccccc3c2=O)n[nH]c1=S (stereo not drawn)	-5	·	5	·	1.9	0.2	·	-6	-0.2	·	0
Cc1ccc(C)c(-n2cc(CNCCCn3cccn3)c(-c3ccccc3)n2)c1	5	-1	2	1	1.7	-0.5	1	28	-0.3	0.9	-6
c1ccc(-c2nnc(CN3CCN(C(c4ccccc4)c4ccccc4)CC3)o2)cc1	10	19	3	1.1	1.2	-1.4	0.8	0	0.0	1.2	-21
Cc1sc(NC(=O)c2ccccc2F)c(CN2CCCCC2)c1C	4	20	2	0.8	0.4	-0.2	0.8	9	0.0	0.9	3
Cc1ccsc1C1Nc2ccccc2-c2nc3ccccc3n21 (stereo not drawn)	14	20	-7	1	1.2	0.4	0.8	26	0.0	0.9	-3
Cc1nn(C)c(C)c1/C=C/C(=O)c1cccs1	6	·	·	·	-0.7	-0.1	·	72*	0.8	·	·
CCCCC(=O)Nc1ccc(C(=O)NNC(=S)NC(=O)c2ccco2)cc1	5	25	-1	1.2	-0.6	0.0	0.8	6	0.3	1.1	-3
O=C(CC(C(=O)O)C1CCCO1)NCc1ccccc1 (stereo not drawn)	-11	8	11	0.9	0.9	0.7	0.9	-4	0.1	0.9	25
O=C(O)C1CN(c2nc(Cl)ccc2[N+](=O)[O-])C1	10	20	14	0.5	1.7	-0.3	0.8	-2	0.2	0.8	-3
CCOC(=O)Cc1nnc(NC(=O)CSc2ccccc2)s1	-12	5	-10	1.2	1.4	2.9	1	-9	-0.5	1	9
O=C(NCCc1ccccn1)C1CCCN(S(=O)(=O)Cc2ccccc2)C1 (stereo not drawn)	3	8	1	1	2.0	0.0	0.9	1	0.8	0.9	·
Cc1cc(C)n(-c2cc(C)c(C)cc2Br)n1	-3	-2	5	1	-0.2	-2.6	1	-9	-0.3	1	6
CC1=CC(C)(C)Nc2ccc(OC(=O)C(C)N3C(=O)c4ccccc4C3=O)cc21 (stereo not drawn)	-3	36	-4	0.8	2.6	-2.0	0.6	101*	-0.2	0.8	·

Overlap with the part before: two compounds, followed by the next part.
SMILES	TLR4 MyD88 comp	Diaphorase inh	G6PDH CS	PMI act satM6P	RAM inhibit	Redox H2O2 prof	Diaphorase act	Lmaj promast	Hsp70 activator	PMI activator	S1P3 antagonist
Cc1cc(C)n(-c2cc(C)c(C)cc2Br)n1	-3	-2	5	1	-0.2	-2.6	1	-9	-0.3	1	6
CC1=CC(C)(C)Nc2ccc(OC(=O)C(C)N3C(=O)c4ccccc4C3=O)cc21 (stereo not drawn)	-3	36	-4	0.8	2.6	-2.0	0.6	101*	-0.2	0.8	·
COc1ccc(N2CCN(C3CC(=O)NC3=O)CC2)cc1 (stereo not drawn)	-1	5	10	0.9	0.7	1.1	1	-3	-0.3	1	·
O=c1c(Cl)c(NCCCO)cnn1-c1nc2ccccc2[nH]1	12	-2	10	1	0.1	-5.1	1	5	1.0	1	·
N/C(=N\OS(=O)(=O)c1ccc(Br)cc1)c1ccncc1	-5	8	0	0.9	0.0	0.5	0.9	7	-0.5	1	·
CCCC(C)NC(=O)c1cc(Cl)ccc1OC (stereo not drawn)	-8	2	0	1.1	-1.8	0.1	1	-4	-0.1	1.1	·
C/C(=N\Nc1nc2ccccc2s1)c1ccc(Br)s1	-7	22	-7	0.9	2.0	-1.5	0.8	17	0.2	0.8	4
Cc1cccc(NC(=S)NCC(c2cccnc2)N(C)C)c1 (stereo not drawn)	0	10	3	0.9	1.0	0.6	0.9	-2	-0.6	0.8	1
O=C(NCC1CCCO1)c1cc2ccccc2oc1=O (stereo not drawn)	-6	16	13	0.9	1.9	0.5	0.8	-3	-0.1	0.9	6
O=S(=O)(c1ccccc1F)N1CCN(CC(O)c2ccccc2)CC1 (stereo not drawn)	2	8	4	1	5.3	-0.1	0.9	-6	-0.2	1	-3
COC(=O)c1cc(NC(=O)c2cccnc2)ccc1N1CCOCC1	8	14	16	0.9	2.1	-0.9	0.9	-5	-0.2	1	-8
O=C(Cn1nc(C(F)F)cc1C1CC1)NCCC1=CCCCC1	9	1	5	1	0.6	-0.4	1	-1	0.7	1	-26
Cc1cccnc1CN1CCN(C(=O)c2cc(COc3ccc4ncccc4c3)on2)CC1	-8	20	18	0.9	-0.2	-0.9	0.8	7	-0.3	0.9	27
O=C(COC(=O)c1n[nH]c2ccccc12)Nc1cccc(S(=O)(=O)N2CCOCC2)c1	-9	19	6	1	1.5	-0.9	0.8	3	-0.2	1	-21
O=C(CSc1nc2ncc(Cl)cc2[nH]1)N(Cc1ccccc1)C1CCS(=O)(=O)C1 (stereo not drawn)	8	12	0	1	1.1	-2.5	0.9	0	-0.4	1	-12
O=C(Nc1cccnc1)Nc1ccccn1	3	13	-1	1	0.9	-0.2	0.9	-7	-0.1	0.9	8
CCOc1ccc(NC(=O)c2cccc(OC(=S)N3CCOCC3)c2)cc1	-6	24	7	0.9	3.0	-0.1	0.8	-14	-0.1	0.9	-2
CCOc1ccc(/C=N/n2cc(-c3ccccc3)[nH]c2=S)cc1	11	36	-4	1	3.1	-0.1	0.6	-3	-0.1	1	-31
COc1ccc2c(C)cc(SCC(=O)Nc3nsc(-c4ccc(C)cc4)n3)nc2c1	3	21	10	0.9	6.6	0.4	0.8	1	-0.2	0.9	-4
CC(C)Sc1nsc2nc(=O)c(/C=C3\C=Nc4ccccc43)c(N)n12	1	17	1	0.9	6.5	-3.3	0.8	15	0.0	1	-23
COc1ccc(OC)c(NC(=O)c2cc3sccc3n2C)c1	0	11	3	0.9	2.6	2.3	0.9	-5	-0.4	1.1	3
Cc1ccc(NC(=O)CCNS(=O)(=O)c2ccc3c(c2)oc(=O)n3C)cc1C	4	9	3	1	-1.0	-1.8	0.9	0	-0.1	0.9	-5
COc1ccc(C(=O)COc2ccccc2C(N)=O)cc1	2	6	-3	1	1.4	-0.4	0.9	-2	-0.5	1	0
COc1ccc(NC(=O)CSC2=C(C#N)C(c3ccco3)C3=C(CCCC3=O)N2)c(OC)c1 (stereo not drawn)	-2	13	12	1.1	1.7	0.2	0.9	13	0.0	1	·
CCCCC1S/C(=N/N=C/c2cccs2)NC1=O (stereo not drawn)	4	12	3	1	2.8	-0.3	0.9	12	-0.2	1.3	-1
Cc1ccc(S(=O)(=O)N2CCCCC2)cc1C(=O)Nc1ncn[nH]1	·	16	-4	1	0.0	·	0.8	·	·	1.1	-12
Cc1csc(N(C(=O)c2cccc(S(=O)(=O)N3CCCC3)c2)c2ccccc2)n1	7	-7	7	1.1	4.0	0.2	1.1	-3	-0.3	1	·
COC(=O)c1cn(NC(=O)c2cnccn2)c(=O)c2ccccc12	14	20	7	0.8	0.5	-2.8	0.8	-8	-0.3	0.8	·
CCOC(=O)Cc1nn(C(C)C)c(=O)c2ccccc12	-3	20	18	0.9	0.5	-0.2	0.8	-6	0.0	0.8	-10
Fc1cccc(Cl)c1CSc1nnc(CNc2ccccc2)o1	4	20	5	0.9	1.1	0.6	0.8	-1	0.0	0.8	-8
O=C(NCc1ccc(Cl)cc1)C(=O)Nc1nccs1	5	-4	5	1.1	3.2	-0.5	1	-3	-0.2	1.1	0
CCc1ccc2nc(SCC(=O)N3CC(=O)Nc4ccccc43)c(C#N)cc2c1	8	22	-2	1	1.0	0.3	0.8	25	-0.2	1	·

No new results follow: 4 of the compounds above.
SMILES	TLR4 MyD88 comp	Diaphorase inh	G6PDH CS	PMI act satM6P	RAM inhibit	Redox H2O2 prof	Diaphorase act	Lmaj promast	Hsp70 activator	PMI activator	S1P3 antagonist
COc1ccc2c(C)cc(SCC(=O)Nc3nsc(-c4ccc(C)cc4)n3)nc2c1	3	21	10	0.9	6.6	0.4	0.8	1	-0.2	0.9	-4
CC(C)Sc1nsc2nc(=O)c(/C=C3\C=Nc4ccccc43)c(N)n12	1	17	1	0.9	6.5	-3.3	0.8	15	0.0	1	-23
COc1ccc(OC)c(NC(=O)c2cc3sccc3n2C)c1	0	11	3	0.9	2.6	2.3	0.9	-5	-0.4	1.1	3
Cc1ccc(NC(=O)CCNS(=O)(=O)c2ccc3c(c2)oc(=O)n3C)cc1C	4	9	3	1	-1.0	-1.8	0.9	0	-0.1	0.9	-5

The results go on:
SMILES	TLR4 MyD88 comp	Diaphorase inh	G6PDH CS	PMI act satM6P	RAM inhibit	Redox H2O2 prof	Diaphorase act	Lmaj promast	Hsp70 activator	PMI activator	S1P3 antagonist
COc1cccc(/C=N/NC(=O)c2cccc([N+](=O)[O-])c2)c1OS(=O)(=O)c1ccc(C)cc1	-8	26	0	0.9	1.9	-2.9	0.7	55*	1.0	0.8	·
O=C(C1=C[C@@H]2[C@H]3C(=O)N(c4ccccc4Cl)C(=O)[C@H]3[C@@H](C(=O)c3ccc(Cl)cc3)N2C=C1)c1ccccc1	3	34	14	1.1	0.6	0.4	0.7	-2	-0.2	1.3	0
CCCCNC(=O)/C(=C/c1ccccc1)NC(C)=O	-5	3	-1	1.1	2.1	-0.4	1	28	-0.5	1	-17
O=c1[nH]c2cc3c(cc2cc1CN(Cc1cccnc1)C(=S)NCc1ccco1)OCCO3	-5	36	22	0.5	0.2	-1.5	0.6	41	-0.4	0.4	-2
C[C@@H](C(=O)Nc1ccc2ccccc2c1)[C@@H]1C[C@@]1(C)[C@@H](NC(=O)c1cnccn1)c1ccccc1	1	20	26	0.8	7.7	1.6	0.8	3	-0.4	0.9	-8
CC(/C=N/Nc1nc(C)cc(C)n1)=C\c1ccc(C(C)C)cc1	-5	2	3	1.3	4.2	0.3	1	0	-0.1	1.2	2
